High-throughput results deposited in PubChem BioAssay by several laboratories.
HSF1 inh: HSF1 inhibition; NIH3T3-HGL HSE-luciferase, MG132-induced, luminescence 8 h; stronger effect = lower value; activity change, negative = inhibition, % at 7.5 µM (by protocol); actives 0.77% (n = 300,000); AID 2098;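 active = more than half of replicate wells show activity change below -50%, luminescence cut by over half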;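 note: luciferase reports HSF-1 transcriptional activity via heat shock element; 0% = median of DMSO wells and -100% = zero luminescence signal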
aSyn UTR inh: 5' untranslated region of α-synuclein, MLPCN primary screen; alpha-synuclein 5'UTR reporter, inhibitor activity; inhibition, % (tested at 7.5 µM); actives 0.82% (n = 300,000); AID 1813; in the data active = inhibition above about 60%;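 note: H4 neuroglioblastoma cells stably carrying SNCA 5'UTR luciferase fusion; 0% = DMSO wells and 100% = positive control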
HSP90 refold inh: HSP90 refolding inhibition in rabbit reticulocyte lysate; luciferase refolding luminescence, 3 h; inhibition, % at 5.6 µM; actives 0.91% (n = 290,000); AID 1789;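 active = inhibition above the screen-wide mean plus 3 SD, computed separately per campaign, cut at about 16% in these data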;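 note: 0% = DMSO wells and 100% = 60 µM geldanamycin wells; inhibitors lower the luminescence because luciferase stays unfolded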
IEC-6 cytotox: IEC-6 cytotoxicity, counter-screen for KLF5 inhibitors. AID 1825. luminescence viability. actives 0.78% (n = 290,000). inhibition, % at 5 µM; in the data active = inhibition above about 22%;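 note: 0% = plate median of test compound wells and 100% = cytotoxic reference compound wells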
HIF activator: HIF pathway transcriptional activation; activation, % at 7.5 µM (by protocol); actives 0.32% (n = 300,000); U2OS HRE-luciferase reporter, luminescence; normalized: DMSO 0%, desferrioxamine 100%; AID 1910;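 active = mean activation of at least 10% of the iron chelator positive control signal, with at least half of replicates also reaching 10%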
Platelet DG rel: platelet dense granule release activity; human platelet-rich plasma, SFLLRN dense granule ATP release, luminescence; inhibition, %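 (compounds screened at 7.5 µM in platelet-rich plasma)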; actives 0.22% (n = 300,000);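 active = mean replicate score, as percent of positive control, at or above 50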
KLF5 inh: kruppel-like factor 5 inhibition. DLD-1 KLF5 promoter-luciferase reporter, luminescence. inhibition, % at 5 µM. actives 0.23% (n = 290,000). AID 1700;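 active = inhibition above a per-plate limit of that plate's mean compound inhibition plus 3 SD, cut at about 60% in these data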;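 note: 0% = DMSO wells and 100% = LY294002 at 200 µM; higher means less KLF5 promoter-driven luciferase light; inactives centre near -14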
HSF-1 act: increases HSF-1 driven luciferase reporter signal | NIH3T3-HGL HSF-1 luciferase reporter, MG132, 8 h; 100% = twice DMSO control signal | activation, % at 9 µM | actives 1.7% (n = 300,000) | AID 504408;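 active = mean replicate activation of at least 50% with a set share of replicates each reaching 50%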;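 note: 0% = median of the neutral control wells and 100% = twice that signal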
AI-2 QS mod: modulators of Vibrio harveyi AI-2 quorum sensing system | activity change, % at 7.5 µM | AID 2094 | Vibrio harveyi JMH597 AI-2 luminescence/OD600 ratio, 9 h; stronger effect = lower value; strain lacks LuxN and CqsS sensors; 0 = neutral-control median | actives 0.4% (n = 300,000); in the data active = activity change below about -75%, passing the limit was not always enough;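 note: luminescence divided by OD600 gain over 9 h not by final OD600 alone; inactives centre near 13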
SKKanGAS inh: inhibitors of SKKanGAS S. pyogenes growth in kanamycin (SK-promoter or general growth effect). BacTiter-Glo, 6 h. inhibition, % at 7.5 µM. actives 1.3% (n = 300,000). AID 1662;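 active = mean replicate score, as percent of positive control median, at least 50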;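 note: strain carries kanamycin resistance gene driven by streptokinase promoter and grows in 40 µg/ml kanamycin; loss of luminescence reflects streptokinase promoter inhibition or plain growth inhibition; 0% = median of DMSO wells and 100% = positive control at its reference dose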
Starred values were filed as active, the others as inactive.

Screening O=C(/C=C/c1ccccc1)NC(=S)NNC(=O)c1cccnc1 returned HSF1 inh -1, aSyn UTR inh -20, HSP90 refold inh 1, IEC-6 cytotox 5, HIF activator 0.2, Platelet DG rel 0, KLF5 inh -11, HSF-1 act -1, AI-2 QS mod -111* and SKKanGAS inh 15.
O=c1cc(CSc2nnc(-c3cccs3)n2Cc2ccccc2)nc2sc3ccccc3n12 was read as HSF1 inh -4, aSyn UTR inh -16, HSP90 refold inh 6, IEC-6 cytotox 2, HIF activator -0.4, Platelet DG rel -8, KLF5 inh -6, HSF-1 act 0, AI-2 QS mod 24 and SKKanGAS inh 5.
`O=C1c2cccc3cccc(c23)C(=O)N1CCN1CCN(C(=S)Nc2ccc(F)cc2)CC1` gave HSF1 inh 12, aSyn UTR inh -41, HSP90 refold inh 3, IEC-6 cytotox 3, HIF activator -0.2, Platelet DG rel -17, KLF5 inh -25, HSF-1 act 36, AI-2 QS mod 30 and SKKanGAS inh 7.
`COc1cc2c(cc1OC)C(=S)NC(C)(C)C2` gave HSF1 inh 4, aSyn UTR inh 10, HSP90 refold inh 0, IEC-6 cytotox 0, HIF activator -0.1, Platelet DG rel -2, KLF5 inh -26, HSF-1 act 2, AI-2 QS mod 16 and SKKanGAS inh -11.
Screening CCOC(=O)C1=C(c2ccccc2)N=c2s/c(=C\c3ccc(O)cc3)c(=O)n2C1c1cccs1 (centres undefined) returned HSF1 inh -4, aSyn UTR inh 4, HSP90 refold inh 5, IEC-6 cytotox -2, HIF activator -1.6, Platelet DG rel 4, KLF5 inh 10, HSF-1 act 5, AI-2 QS mod 24 and SKKanGAS inh 34.
O=C(N/C(=C\c1ccccc1)C(=O)N1CCN(CCO)CC1)c1ccccc1 was read as HSF1 inh 0, aSyn UTR inh -17, HSP90 refold inh 2, IEC-6 cytotox 1, Platelet DG rel -23, KLF5 inh -21, HSF-1 act 4, AI-2 QS mod 4 and SKKanGAS inh -8.
`Cc1ccc(NC(=O)CSc2nnc(C)n2CC2CCCO2)cc1` (centres undefined) gave HSF1 inh -2, aSyn UTR inh -3, HSP90 refold inh 3, IEC-6 cytotox -4, HIF activator -0.6, Platelet DG rel 10, KLF5 inh -23, HSF-1 act 7, AI-2 QS mod -9 and SKKanGAS inh -4.
Cc1cccc2nc(CSc3nc4cc([N+](=O)[O-])ccc4s3)cn12 was read as HSF1 inh 15, aSyn UTR inh -28, HSP90 refold inh 2, IEC-6 cytotox 8, HIF activator -0.3, Platelet DG rel -34, KLF5 inh -4, HSF-1 act 13, AI-2 QS mod 18 and SKKanGAS inh -11.
Screening COc1ccc(CCNC(=O)C(=O)NCC2OCCN2S(=O)(=O)c2ccc(Cl)cc2)cc1 (centres undefined) returned HSF1 inh 2, aSyn UTR inh 7, HSP90 refold inh 1, IEC-6 cytotox 4, HIF activator 0.3, Platelet DG rel 0, KLF5 inh -7, HSF-1 act 6, AI-2 QS mod 12 and SKKanGAS inh -4.
For Cc1c(OCc2ccccc2)c(=O)ccn1Cc1ccc(F)cc1 the results were HSF1 inh -6, aSyn UTR inh -9, HSP90 refold inh -2, IEC-6 cytotox 2, HIF activator -0.1, Platelet DG rel 3, KLF5 inh -10, HSF-1 act 14, AI-2 QS mod 9 and SKKanGAS inh 7.
For CN(NC(=O)Nc1ccc(Cl)cc1)c1ncc(C(F)(F)F)cc1Cl the results were HSF1 inh 14, aSyn UTR inh -18, HSP90 refold inh 1, IEC-6 cytotox 4, HIF activator 1.0, Platelet DG rel -8, KLF5 inh -38, HSF-1 act 25, AI-2 QS mod 8 and SKKanGAS inh 5.
For Cn1c(=O)c2c(nc(NCCCO)n2Cc2cccc(Br)c2)n(C)c1=O the results were HSF1 inh 0, aSyn UTR inh 1, HSP90 refold inh 1, IEC-6 cytotox -1, HIF activator -0.2, Platelet DG rel 4, KLF5 inh -5, HSF-1 act 0, AI-2 QS mod 21 and SKKanGAS inh 6.
Screening Cc1ccc(NC(=O)CCC(=O)N2CCOCC2)nc1 returned HSF1 inh 0, aSyn UTR inh -10, HIF activator 0.0, Platelet DG rel 14, HSF-1 act 5, AI-2 QS mod 16 and SKKanGAS inh 0.
`CC1CCN(C(=O)c2scc3c2OCCO3)CC1` gave HSF1 inh -13, aSyn UTR inh 22, HSP90 refold inh 2, IEC-6 cytotox 3, HIF activator 0.4, KLF5 inh -15, HSF-1 act -21, AI-2 QS mod 4 and SKKanGAS inh 0.
Screening CCN1C(=O)C2(C(C(=O)c3cc4ccccc4o3)=C(O)C(=O)N2CCCN2CCOCC2)c2ccccc21 (centres undefined) returned HSF1 inh 1, aSyn UTR inh 7, HSP90 refold inh 2, IEC-6 cytotox 3, HIF activator -0.1, Platelet DG rel 7, KLF5 inh 12, HSF-1 act -3, AI-2 QS mod 21 and SKKanGAS inh 6.
For COc1ccccc1C1C(C(=O)c2sc(C)nc2C)=C(O)C(=O)N1CCN1CCOCC1 (centres undefined) the results were HSF1 inh -5, aSyn UTR inh -21, HSP90 refold inh 12, IEC-6 cytotox 0, HIF activator 0.2, Platelet DG rel -4, KLF5 inh -8, HSF-1 act 0, AI-2 QS mod 1 and SKKanGAS inh -12.
Cc1ccc(NC(=O)c2cnc(SCC(=O)NCC3CCCO3)n(C)c2=O)cc1C (centres undefined) was read as HSF1 inh 2, aSyn UTR inh -55, HIF activator -5.6, Platelet DG rel 4, HSF-1 act 14, AI-2 QS mod 48 and SKKanGAS inh 17.
For Cc1ccc(-c2cn3c(=S)[nH]nc3s2)cc1 the results were HSF1 inh 0, aSyn UTR inh 14, HSP90 refold inh -1, IEC-6 cytotox -4, HIF activator -0.1, Platelet DG rel 4, KLF5 inh -12, HSF-1 act 2, AI-2 QS mod 44 and SKKanGAS inh 3.
For CC(C)(NS(=O)(=O)OCC(Cl)(Cl)Cl)c1ccccc1 the results were HSF1 inh 2, aSyn UTR inh -6, HSP90 refold inh -5, IEC-6 cytotox 0, HIF activator -0.3, Platelet DG rel 1, KLF5 inh 4, HSF-1 act -1, AI-2 QS mod 4 and SKKanGAS inh 11.
Screening Cc1ccc(CNc2ccc(N3CCOCC3)cc2)s1 returned HSF1 inh 28, aSyn UTR inh -86, HSP90 refold inh 2, IEC-6 cytotox -9, HIF activator 2.2, Platelet DG rel 9, KLF5 inh -25, HSF-1 act 28, AI-2 QS mod 21 and SKKanGAS inh -1.

2 compounds picked at random from those above, as already listed:
`CC1CCN(C(=O)c2scc3c2OCCO3)CC1` gave HSF1 inh -13, aSyn UTR inh 22, HSP90 refold inh 2, IEC-6 cytotox 3, HIF activator 0.4, KLF5 inh -15, HSF-1 act -21, AI-2 QS mod 4 and SKKanGAS inh 0.
Screening Cc1ccc(CNc2ccc(N3CCOCC3)cc2)s1 returned HSF1 inh 28, aSyn UTR inh -86, HSP90 refold inh 2, IEC-6 cytotox -9, HIF activator 2.2, Platelet DG rel 9, KLF5 inh -25, HSF-1 act 28, AI-2 QS mod 21 and SKKanGAS inh -1.

Next structures.
Screening CCC(=O)N1N=C(c2cccs2)CC1c1ccc(OC)cc1 (centres undefined) returned HSF1 inh 6, aSyn UTR inh -23, HSP90 refold inh -3, IEC-6 cytotox -6, HIF activator 2.3, Platelet DG rel -4, KLF5 inh -37, HSF-1 act -8, AI-2 QS mod 18 and SKKanGAS inh 6.
CCOc1ccc(NC(=O)CCCNC(=O)Cn2cnc3sc(C)c(C)c3c2=O)cc1 was read as HSF1 inh -64*, aSyn UTR inh 9, HSP90 refold inh -4, IEC-6 cytotox -6, HIF activator -28, Platelet DG rel 1, KLF5 inh -2, HSF-1 act -70, AI-2 QS mod 33 and SKKanGAS inh -2.
COc1ccccc1NC(=O)C1=C(C)NC(=O)NC1c1cccc(OC)c1OC (centres undefined) was read as HSF1 inh 1, aSyn UTR inh 7, HSP90 refold inh 0, IEC-6 cytotox -4, HIF activator 0.0, Platelet DG rel -7, KLF5 inh -40, HSF-1 act -14, AI-2 QS mod 11 and SKKanGAS inh 1.
CCC(C)Sc1cc(-c2nc3ccccn3c2NC2CCCCC2)ccc1OC (centres undefined) was read as HSF1 inh 23, aSyn UTR inh 3, HIF activator -2.7, Platelet DG rel -2, HSF-1 act 27, AI-2 QS mod 22 and SKKanGAS inh 87*.
Screening O=C(Cc1c(F)cccc1Cl)Nc1ccccn1 returned HSF1 inh -2, aSyn UTR inh -10, HSP90 refold inh -3, IEC-6 cytotox -11, HIF activator 0.0, Platelet DG rel 1, KLF5 inh -24, HSF-1 act -1, AI-2 QS mod 8 and SKKanGAS inh -3.
Nc1ncc(-c2ccccc2)n1CC1CCCO1 (centres undefined) was read as HSF1 inh -7, aSyn UTR inh -60, HSP90 refold inh 0, IEC-6 cytotox -4, HIF activator 2.3, Platelet DG rel 10, KLF5 inh -18, HSF-1 act 1, AI-2 QS mod 15 and SKKanGAS inh 37.
COc1ccc(OC)c(S(=O)(=O)N2CCC(C(=O)NCc3ccncc3)CC2)c1 was read as HSF1 inh -2, aSyn UTR inh -2, HSP90 refold inh -5, IEC-6 cytotox -7, HIF activator -0.5, Platelet DG rel 0, KLF5 inh -16, HSF-1 act -3, AI-2 QS mod 28 and SKKanGAS inh 2.
For COc1cc(/C=N/Nc2nc(C)cc(C)n2)cc(OC)c1OC the results were HSF1 inh 3, aSyn UTR inh -1, HSP90 refold inh 3, IEC-6 cytotox 2, HIF activator -18, Platelet DG rel -5, KLF5 inh -33, HSF-1 act 19, AI-2 QS mod 14 and SKKanGAS inh 1.
CC1CN(Cc2cc(=O)oc3cc(O)c(Cl)cc23)CC(C)O1 (centres undefined) was read as HSF1 inh -4, aSyn UTR inh 20, HSP90 refold inh -2, IEC-6 cytotox -9, HIF activator -0.2, Platelet DG rel 4, KLF5 inh -22, HSF-1 act 12, AI-2 QS mod 21 and SKKanGAS inh 12.
`CCC(C)c1ccc(S(=O)(=O)N2CCN(c3ccccn3)CC2)cc1` (centres undefined) gave HSF1 inh 0, aSyn UTR inh -2, HSP90 refold inh -2, IEC-6 cytotox -8, HIF activator -6.1, Platelet DG rel -2, KLF5 inh -26, HSF-1 act -10, AI-2 QS mod 14 and SKKanGAS inh 4.
`COC(=O)CCSCC(=O)N1N=C(c2ccc(OC)cc2)CC1c1cccc(OC)c1OC` (centres undefined) gave HSF1 inh 2, aSyn UTR inh -2, HSP90 refold inh 1, IEC-6 cytotox -4, HIF activator -0.7, Platelet DG rel 7, KLF5 inh -15, HSF-1 act 4, AI-2 QS mod 37 and SKKanGAS inh 7.
For Cc1ccc(-c2csc(NNC(=O)c3ccccc3)n2)cc1 the results were HSF1 inh -5, aSyn UTR inh -25, HSP90 refold inh 0, IEC-6 cytotox -1, HIF activator 0.8, Platelet DG rel 4, KLF5 inh 2, HSF-1 act -3, AI-2 QS mod -26 and SKKanGAS inh 55*.
For COc1ccc(S(=O)(=O)NCCc2c[nH]c3ccccc23)cc1OC the results were HSF1 inh 2, aSyn UTR inh 13, HSP90 refold inh -1, IEC-6 cytotox -2, HIF activator 2.5, Platelet DG rel -3, KLF5 inh -27, HSF-1 act -2, AI-2 QS mod 1 and SKKanGAS inh -6.
Screening Cc1c(C#N)c(NC(=O)CCl)n(Cc2cccs2)c1C returned HSF1 inh -39, aSyn UTR inh 9, HSP90 refold inh 3, IEC-6 cytotox 6, HIF activator -3.0, Platelet DG rel -3, KLF5 inh 18, HSF-1 act -45, AI-2 QS mod 36 and SKKanGAS inh 1.
